Screens deposited in PubChem BioAssay by several laboratories.
Lung fibro prol = blocks proliferation of human lung fibroblasts; viability, % at 10 µM; LL 47 human lung fibroblast viability, ATP luminescence; hits give low values; actives 1.1% (n = 85,000); AID 719;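 active means viability at or below 50% in the single dose screen; inactive means viability above 50%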;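 further: compound exposure lasted 72 h before the ATP readout; 100% = median luminescence of untreated cell-only wells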
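Material: human LL 47 lung fibroblast cells; quantity: 1,150 cells/well; medium: IMEM plus 15% FBS; doses: 0.1% DMSO in all compound wells; timing: overnight attachment after seeding, then 72 h compound exposure at 37 °C; detection: CellTiter-Glo luminescence; measure: % viability of median cell-only signal; controls: cell-only wells, no compound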
HUVEC tox IL1B = HUVEC cytotoxicity counter-screen, IL-1B stimulated | cell count reduction, % at 2 µM | HUVEC cell count loss, Hoechst imaging | actives 0.41% (n = 94,000);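 active means cell count reduction more than 3 SD above the screen-wide mean, cut at about 70% in these data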;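 further: normalized per plate to untreated control cells as the no-loss baseline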
PTK2B oligo ant = Pyk2 (human) oligomerization antagonism. Q14289. Q293 cells, Pyk2 FERM NanoBiT luminescence; hits give low values. z-score (the deposit names both 25 µM and 10 µM). actives 0.83% (n = 99,000);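 active means Z-score of -3 or lower, scaled per plate to the spread of control and sample wells; inactive means z-score above -3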;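 further: negative z-score means lost luminescence so less FERM oligomerization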
Target sequence (Q14289 whole entry, looked up): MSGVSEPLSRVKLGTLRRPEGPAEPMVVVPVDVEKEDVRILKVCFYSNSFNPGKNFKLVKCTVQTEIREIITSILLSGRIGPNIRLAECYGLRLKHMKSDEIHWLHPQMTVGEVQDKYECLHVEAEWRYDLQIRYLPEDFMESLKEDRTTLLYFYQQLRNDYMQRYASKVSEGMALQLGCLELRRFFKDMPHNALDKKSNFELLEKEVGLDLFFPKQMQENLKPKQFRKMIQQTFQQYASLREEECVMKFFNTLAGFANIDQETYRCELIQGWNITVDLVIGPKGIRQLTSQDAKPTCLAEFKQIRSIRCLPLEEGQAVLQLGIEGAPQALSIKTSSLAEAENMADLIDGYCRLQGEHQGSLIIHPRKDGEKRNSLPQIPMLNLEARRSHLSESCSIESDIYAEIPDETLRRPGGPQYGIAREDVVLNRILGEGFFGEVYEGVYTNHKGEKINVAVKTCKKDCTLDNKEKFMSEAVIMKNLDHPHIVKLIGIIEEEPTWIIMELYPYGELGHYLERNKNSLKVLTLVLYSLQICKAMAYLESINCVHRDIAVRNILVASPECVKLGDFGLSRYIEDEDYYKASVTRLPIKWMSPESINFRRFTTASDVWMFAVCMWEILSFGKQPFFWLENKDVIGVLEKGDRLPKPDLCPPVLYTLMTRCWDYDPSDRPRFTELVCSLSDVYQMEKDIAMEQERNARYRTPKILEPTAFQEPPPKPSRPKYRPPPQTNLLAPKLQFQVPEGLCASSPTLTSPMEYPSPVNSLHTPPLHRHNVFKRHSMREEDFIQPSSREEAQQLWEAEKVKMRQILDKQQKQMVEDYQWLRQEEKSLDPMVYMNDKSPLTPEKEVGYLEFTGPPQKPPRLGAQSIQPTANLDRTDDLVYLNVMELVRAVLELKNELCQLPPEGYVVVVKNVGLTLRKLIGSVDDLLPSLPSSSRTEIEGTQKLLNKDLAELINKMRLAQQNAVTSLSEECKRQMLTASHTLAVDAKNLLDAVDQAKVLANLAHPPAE
F-actin modifier = cytoskeleton assembly modification; inhibition, % at 2 µM; AID 836; HUVEC TNFa F-actin phalloidin imaging, high content; actives 0.18% (n = 91,000);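 active means inhibition above the batch mean plus 3 SD and confirmed as a hit by visual image inspection, cut at about 30% in these data, passing the limit was not always enough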; further: strong numbers were not always called active
Smad3 inh = Smad3 (human) transcription factor binding inhibition; AID 630; TR-FRET Smad3/Dy647-FoxH1 peptide binding, europium anti-His; P84022; inhibition, % at 25 µM; actives 0.29% (n = 88,000);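 active means compounds that reduce the energy-transfer binding signal between the protein and its labelled peptide by more than half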;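 further: 0% = Smad3 plus labelled peptide maximal FRET and 100% = peptide-only background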
HUVEC tox TNFa = toxic to HUVEC cells under TNF alpha stimulation. HUVEC TNFalpha-stimulated, Hoechst cell count, imaging. cell count reduction, % at 2 µM. actives 0.17% (n = 93,000). AID 848;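 active means cell count reduction exceeding the screen mean by over 5 SD, scaled to untreated wells per plate, cut at about 78% in these data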;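 further: cells counted after 24 h of TNF alpha exposure following the 1 h pretreatment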
VCAM1 TNFa inh = reduces TNF alpha induced VCAM1 expression in HUVEC. HUVEC TNFa-induced VCAM-1 immunofluorescence, high-content imaging. inhibition, % at 2 µM. actives 0.48% (n = 95,000);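 active means inhibition above the batch mean plus 3 SD, with images confirmed as a hit by eye, cut at about 37% in these data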;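 further: 0% = TNF-stimulated DMSO wells and 100% = unstimulated control wells; not every result past the cut was called active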
H69AR inhibit = growth inhibitors of human H69AR lung tumor cells. viability, % at 10 µM. actives 6% (n = 85,000). AID 598. H69AR lung tumor viability, ATP luminescence, 72 h; hits give low values;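 active means viability at or below 40%; inactive means viability above 40%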;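 further: multidrug resistant small cell line overexpressing MRP-1 efflux transporter; 100% = mean luminescence of untreated control wells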
HUVEC prolif 384 = inhibitors of human endothelial cell proliferation; viability, % at 10 µM (by protocol); actives 1.1% (n = 86,000); HUVEC proliferation, CellTiter-Glo luminescence, 72 h; hits give low values;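 active means viability at or below 30%; inactive means viability above 30%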;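 further: 100% = median luminescence of DMSO-only cell control wells on each plate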
* marks the source's active call; other numbers are inactive results; x = no result given; [ ] = remark or other dose. These rows are one share of the data, so the mix of outcomes need not match the whole.

SMILES	Lung fibro prol	HUVEC tox IL1B	PTK2B oligo ant	F-actin modifier	Smad3 inh	HUVEC tox TNFa	VCAM1 TNFa inh	H69AR inhibit	HUVEC prolif 384
Cc1ccc(S(=O)(=O)NCC(=O)N(CC(=O)NCc2ccco2)Cc2ccc3c(c2)OCO3)cc1	105	2	-0.29	3	-3	-14	-9	97	83
CCOC(=O)c1c(NC(=O)C(F)(OC)C(F)(F)F)sc(C(=O)N2CCCCC2)c1C (stereo not drawn)	87	-35	-1	5	7	-16	-1	72	94
COc1ccc(C2C(=O)N(C3CCCCC3)CC(=O)N2Cc2ccc3c(c2)OCO3)cc1 (stereo not drawn)	92	11	-1.9	-25	-11	-2	-3	x	99
CC(C)CCn1cnc2c(cnn2-c2ccc(Cl)cc2)c1=O	100	4	2.4	-2	8	-21	12	90	105
Cc1ccc(-c2csc(NC(=O)CSc3nc(C)cc(=O)[nH]3)n2)cc1	104	-3	x	5	5	-10	4	86	89
Cn1c(CCNC(=O)c2ccc(Cl)cc2)n[nH]c1=S	x	x	-0.09	11	x	-15	-2	x	x
COc1ccc(-n2c(N)c(Br)c(=O)[nH]c2=O)cc1	98	3	0.7	-19	7[fluorescence artefact?]	24	6	100	92
CCOc1ccc(S(=O)(=O)Nc2cccc(N(C)S(C)(=O)=O)c2)cc1	x	18	0.98	-6	x	-16	0	x	x
O=C(Nc1ccc2c(c1)nc1n2CCN(Cc2ccccc2)C1)NC1CCCCC1	106	1	0.21	-2	0	-14	6	20*	80
COCCOC(=O)C1=C(C)N=C2SCCC(=O)N2C1c1ccc(C(=O)OC)cc1 (stereo not drawn)	99	21	0.21	2	8	-6	19	101	104
CN1C2C=C3C(C#N)=C(N)C(C#N)(C#N)[C@@H](c4cccs4)C3C1CC2 (stereo partly drawn)	90	-33	0.56	-7	5	-5	19	75	94
CCOC(=O)c1c(NC(=O)c2ccnn2C)sc(C)c1C	100	24	1.8	0	4	x	-15	72	89
COc1cc(CNc2nc3ccccc3[nH]2)cc(OC)c1OC	96	-37	-0.67	0	7	-9	-9	84	99
O=C1C(=O)N(CCCn2ccnc2)C(c2ccccn2)/C1=C(/O)c1ccccc1 (stereo not drawn)	112	x	x	x	-7	x	x	102	109
CC(C)Oc1cccc(C(=O)NC(=S)Nc2ccc(Cl)c(C(=O)O)c2)c1	x	10	1	0	x	-26	-14	x	x
O=C(CSc1nnc(C2CCCCC2)o1)N1CCCCC1	99	22	0.36	-14	-3	-7	12	88	100
CCCC(=O)N1CCN(c2ccc(NC(=O)c3cc4ccccc4o3)cc2Cl)CC1	16*	-27	-2.7	-7	-1	-7	-20	13*	2.1*
CCOc1ccc(-c2nnc(-c3ccccc3)o2)cc1	102	-11	0.35	5	1	-23	8	106	115
CN1CCCN(C(c2ccccc2)c2ccc(Cl)cc2)CC1 (stereo not drawn)	65	x	x	x	6	x	x	25*	77
CCC(C)Nc1nc2c(c(=O)[nH]c(=O)n2C)n1CCC(C)C (stereo not drawn)	96	9	1.2	6	-6	-6	36	69	94
COc1ccc(CCNC(=O)CSc2nc(N)c(C#N)c(-c3cccs3)c2C#N)cc1OC	95	3	-1.9	47	-6	-28	12	96	89
Cc1ccc(C(=O)Nc2cccc(N(C)S(C)(=O)=O)c2)cc1S(=O)(=O)Nc1ccccc1	x	-18	-3.1*	-14	x	5	4	x	x
CCCCCCNC(=O)C(C#N)c1nc2ccccc2nc1N1CCOCC1 (stereo not drawn)	105	2	-0.95	10	26[fluorescence artefact?]	-19	6	76	88
Cc1ccccc1OCCCC(=O)Nc1nccs1	100	-22	0.41	-22	-12	4	-3	96	82
O=C(O)CCC(=O)N1CCc2cc(S(=O)(=O)Nc3ccc4c(c3)OCCO4)ccc21	91	-39	x	-18	1	-7	13	104	96

SMILES	Lung fibro prol	HUVEC tox IL1B	PTK2B oligo ant	F-actin modifier	Smad3 inh	HUVEC tox TNFa	VCAM1 TNFa inh	H69AR inhibit	HUVEC prolif 384
CC(C)CCn1c(Oc2ccccc2Cl)nc2c1c(=O)n(C)c(=O)n2C	89	-19	-1.3	-7	6	-6	-14	67	82
Cc1cccc(NC(=O)C2CCCN(S(=O)(=O)c3c(C)nn(C)c3C)C2)n1 (stereo not drawn)	85	x	x	x	4	x	x	38*	96
Nn1c(SCC(=O)NC(=O)NCc2ccccc2)nnc1C1CC1	100	-7	-0.32	-5	5	7	-7	88	100
O=C(NCc1ccco1)c1sc2cccc(F)c2c1Cl	107	37	0.21	10	-4	-13	-1	106	97
Cc1cccn2cc(-c3ccc(S(=O)(=O)N4CCOCC4)cc3)nc12	100	-8	0.12	-2	6	-12	10	91	102
CC1(C)NC(=O)N(CC(O)Cn2nnc3ccccc32)C1=O (stereo not drawn)	x	-28	1.5	-15	x	-26	8	x	x
CN1C(=O)SC(Nc2ccc(F)cc2)C1=O (stereo not drawn)	100	-2	-0.75	13	-4	-22	19	101	85
CCCCn1c(N)c(N(CCC(C)C)C(=O)CSc2nnc3ccccn23)c(=O)[nH]c1=O	96	-25	0.24	-1	1	-8	23	86	96
COc1cc(C2Nc3cc(Cl)c(S(N)(=O)=O)cc3S(=O)(=O)N2)ccc1OCc1ccccc1 (stereo not drawn)	x	4	1.4	-2	x	-12	-4	x	x
O=C(c1ccco1)n1nc(-c2ccccc2)nc1NCc1ccco1	93	-45	-0.43	-1	-4	-6	-7	81	91
CCN(CCNC(=O)C1CCN(S(=O)(=O)CC)CC1)c1ccccc1	92	-22	2.5	8	4	3	3	88	91
CC12C(=O)N(c3cccc4cccnc34)C(=O)C1C1C=CC2C1 (stereo not drawn)	93	2	x	-6	0	4	17	92	96
O=C(NC1CC1)C1CCC(=O)N1C1CCCC1 (stereo not drawn)	97	-28	-0.41	3	3	-5	19	93	94
Cc1cc(C)nc(NC2=NCC(=O)N2c2ccc(Cl)cc2)n1	x	0	-0.4	25	x	-2	33	x	x
CCCC(=O)N1CCN(c2ccc(NC(=O)c3cc4ccccc4o3)cc2)CC1	95	-13	-2.1	-6	5	-22	5	111	68
CSc1ccc(C(=S)N2CCN(CCO)CC2)cc1	95	-11	-0.07	17	-8	-7	1	90	99
CC(NC(=O)Nc1ccc(O)cc1)(C(F)(F)F)C(F)(F)F	x	-24	1.4	-11	x	18	-2	x	x
O=C(N1CCOCC1)N1CCN(CC(O)COc2ccc3ccccc3c2)CC1 (stereo not drawn)	94	7	1.5	-14	9	-3	2	94	86
Cc1cccc(NC(=S)NNC(=O)c2sccc2C)c1	x	-1	0.24	17	x	-4	3	x	x
CC(=O)Nc1ccc(OC(F)(F)C(F)C(F)(F)F)c(NC(C)=O)c1 (stereo not drawn)	100	-11	0.48	3	6	-19	4	96	98
CN(C)CCN1C(=O)C(=O)/C(=C(/O)c2ccc(S(=O)(=O)N3CCOCC3)cc2)C1c1ccccc1 (stereo not drawn)	112	x	1.2	x	-7	x	x	105	104
CCCOc1ccc(-c2cnc(N)s2)cc1	x	-18	-0.38	4	x	-2	0	x	x
O=C(O)CCc1ccc(-c2ccc(F)cc2)n1CC(=O)O	94	-12	0.12	5	6	7	4	95	90
COC(=O)c1cc(CC(=O)c2ccc(O)cc2O)c(C)o1	106	-26	0.02	x	-3	-30	16	92	105
COc1cc(C)c(S(=O)(=O)N2CCCC2)cc1C	107	34	-1.3	10	1	-1	9	89	105

In the list so far, 3 contain a CF3 group:
SMILES	Lung fibro prol	HUVEC tox IL1B	PTK2B oligo ant	F-actin modifier	Smad3 inh	HUVEC tox TNFa	VCAM1 TNFa inh	H69AR inhibit	HUVEC prolif 384
CCOC(=O)c1c(NC(=O)C(F)(OC)C(F)(F)F)sc(C(=O)N2CCCCC2)c1C (stereo not drawn)	87	-35	-1	5	7	-16	-1	72	94
CC(NC(=O)Nc1ccc(O)cc1)(C(F)(F)F)C(F)(F)F	x	-24	1.4	-11	x	18	-2	x	x
CC(=O)Nc1ccc(OC(F)(F)C(F)C(F)(F)F)c(NC(C)=O)c1 (stereo not drawn)	100	-11	0.48	3	6	-19	4	96	98

Continuation.
SMILES	Lung fibro prol	HUVEC tox IL1B	PTK2B oligo ant	F-actin modifier	Smad3 inh	HUVEC tox TNFa	VCAM1 TNFa inh	H69AR inhibit	HUVEC prolif 384
Cc1cc(C)c(S(=O)(=O)N(CC(=O)NCc2cccnc2)C2CCCCC2)c(C)c1	83	-21	-0.88	2	6	x	x	97	101
CCn1cc(C(=O)N2CCN(c3cccc(Cl)c3)CC2)c2cc(OC)c(OC)cc2c1=O	x	15	-0.64	2	3	6	27	x	x
CCOC(=O)c1cnc(SC)nc1Oc1cccc(NS(=O)(=O)c2ccccc2)c1	x	-27	0	6	x	-6	-2	x	x
CC1(C)Cc2ccccc2-c2nc(NCCCO)n(-c3ccccc3)c(=O)c21	85	x	-0.42	x	3	x	x	62	103
Cc1[nH]n(-c2cccc(Cl)c2)c(=O)c1-c1ccccc1	99	-12	-0.49	3	22[fluorescence artefact?]	-15	-5	114	99
COc1ccccc1N1CCN(Cc2nc(N)nc(Nc3ccccc3)n2)CC1	103	-6	-0.42	33	-3	-38	3	79	95
CCCCn1c(SCC(=O)Nc2sc3c(c2C(N)=O)CCC3)nnc1-c1ccccc1	94	-14	0.63	15	10	-32	-18	25*	78
Cc1nnc(SCCn2c(N3CC(C)CC(C)C3)nc3c2c(=O)[nH]c(=O)n3C)s1 (stereo not drawn)	102	16	1.3	0	10	16	-6	90	89
CCOC(=O)C1CCN(C(=O)N(C)C)CC1	98	-10	0.52	1	4[fluorescence artefact?]	-12	20	100	87
CC12CCC(C(=O)Nc3cccc4ccccc34)(C1Br)C2(C)C (stereo not drawn)	x	8	-0.19	-8	x	8	8	x	x
O=C(N1CCOCC1)N(Cc1cccs1)C1CCCC1	102	70	0.24	-6	-3	-1	-9	91	104
